LmPK inh: LmPK (Leishmania mexicana) enzyme inhibition; Q27686; purified LmPK, Kinase-Glo ATP luminescence, 1 h; Potency, µM (highest dose often 57.5 µM), inactives show at the highest dose activity change, negative = inhibition, usual class: inhibitors; 290,000 tested, 0.37% active; AID 1721; note: potency is the fitted concentration of half-maximal effect
Target sequence (Q27686 whole entry, looked up): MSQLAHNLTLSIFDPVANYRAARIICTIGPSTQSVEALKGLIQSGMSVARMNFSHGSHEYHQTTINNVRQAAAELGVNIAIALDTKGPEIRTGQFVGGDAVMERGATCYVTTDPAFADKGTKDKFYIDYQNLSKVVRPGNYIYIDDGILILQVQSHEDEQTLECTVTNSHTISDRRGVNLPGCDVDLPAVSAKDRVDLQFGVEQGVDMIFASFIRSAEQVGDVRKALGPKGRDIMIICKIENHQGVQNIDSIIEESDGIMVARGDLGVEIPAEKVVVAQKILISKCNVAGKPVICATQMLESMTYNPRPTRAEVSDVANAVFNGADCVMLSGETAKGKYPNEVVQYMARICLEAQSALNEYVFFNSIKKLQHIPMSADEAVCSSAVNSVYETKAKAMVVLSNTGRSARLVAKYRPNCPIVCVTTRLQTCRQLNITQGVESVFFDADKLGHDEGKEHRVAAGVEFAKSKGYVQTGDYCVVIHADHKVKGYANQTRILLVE
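0.1 nM LmPK, 0.5 mM PEP, 0.1 mM ADP; 50 mM imidazole pH 7.2, 7 mM MgCl2, 50 mM KCl; 1 h RT. Kinase-Glo luminescence readout, normalized to no-enzyme (full inhibition) and uninhibited wells.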
AmpC inh no detg: AmpC beta-lactamase inhibition without detergent; 330,000 tested, 0.52% active; P00811; AmpC nitrocefin hydrolysis, absorbance 480 nm, 0.0001% Triton; Potency, µM (highest dose often 57.1 µM), without a hit: top-dose activity change, negative = inhibition, usual class: inhibitors;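 note: potency is the fitted concentration of half-maximal effect; plate controls were no compound for no effect and no enzyme for full effect; nearly all actives have a fitted effect of over 20% in size; some results filed as inactive show a strong effect at the top dose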
Target sequence (P00811 whole entry, looked up): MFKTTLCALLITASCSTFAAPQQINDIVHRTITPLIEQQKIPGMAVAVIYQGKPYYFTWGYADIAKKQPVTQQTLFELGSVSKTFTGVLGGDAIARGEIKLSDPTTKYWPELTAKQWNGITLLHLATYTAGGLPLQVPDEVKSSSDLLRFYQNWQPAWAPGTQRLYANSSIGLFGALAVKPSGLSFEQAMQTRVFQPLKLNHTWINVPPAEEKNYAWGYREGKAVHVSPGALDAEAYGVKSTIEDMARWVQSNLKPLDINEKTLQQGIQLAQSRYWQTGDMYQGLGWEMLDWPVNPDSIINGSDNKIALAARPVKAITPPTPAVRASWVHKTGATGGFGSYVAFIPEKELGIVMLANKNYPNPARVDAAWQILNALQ
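20 mM phosphate pH 7.0 + 0.01% (detergent screen) or 0.0001% Triton X-100; 5.3 nM AmpC reagent; cpd preinc 15 min RT; nitrocefin (800 uM stock) to start; A480 q20 s × 4 min; Activity was normalised to no-enzyme and no-compound control wells.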
AMA1-RON2 inh: inhibitors of Plasmodium falciparum AMA1-RON2 interaction. AlphaScreen AMA1-biotinylated RON2 peptide binding. Potency, µM (doses to about 58.2 µM), for the others: at the highest dose activity change, negative = inhibition, most hits filed as inhibitors. 360,000 tested, 0.2% active;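 note: potency is the fitted concentration of half-maximal effect; 0% = vehicle wells and -100% = peptide control; nearly all actives have a fitted effect of over 45% in size; some results filed as inactive show a strong effect at the top dose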
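AMA1 (3D7) with his tag at 25 nM final met compounds first, then biotinylated RON2 peptide at 25 nM; detection used donor plus acceptor beads, 10 µg/mL apiece, read by AlphaScreen after 30 min at room temperature.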
HCMV antiviral: blocks human cytomegalovirus replication; HFF cells, HCMV-luciferase reporter, 72 h; stronger effect = lower value; activity change, negative = inhibition, % at 57.5 µM; 410,000 tested, 4.5% active; AID 1259415; in the data active = activity change below about -60%; inconclusive = no clear call, values can overlap the other calls; inactive = above about -39%
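Screen run at 2 compound doses on HFFs infected with reporter HCMV, MOI 1 PFU/cell. Luciferase activity from cell lysates at 72 h post infection gave inhibition relative to buffer-only and Salinomycin wells.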
Tb PYK inh: blocks Trypanosoma brucei pyruvate kinase. Potency, µM (top dose mostly 76.8 µM), inactives show at the top dose activity, negative = inhibition, usual class: inhibitors. TbPYK enzyme, Kinase-Glo Plus ATP luminescence, 45 min. Q57TT1. 410,000 tested, 0.12% active; note: potency is the fitted concentration of half-maximal effect; nearly all actives have a fitted effect of over 50% in size
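Screened from lowest to highest concentration, compounds were pinned into TbPYK/substrate mixtures, and ADP (130 uM final) was added. Plates sat at room temperature for 45 min prior to Kinase-Glo Plus detection by luminescence.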
AmpC inh detg: inhibitors of E. coli AmpC beta-lactamase with detergent; Potency, µM (top dose mostly 114 µM), inactives show at the top dose activity change, negative = inhibition, usual class: inhibitors; AID 485294; AmpC hydrolysis of nitrocefin, absorbance 480 nm, 0.01% Triton; P00811; 370,000 tested, 0.041% active;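 note: potency is the fitted concentration of half-maximal effect; 0% = no-compound wells and -100% = no-enzyme wells; nearly all actives have a fitted effect of over 25% in size; some results filed as inactive show a strong effect at the top dose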
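20 mM phosphate pH 7.0 + 0.01% (detergent screen) or 0.0001% Triton X-100; 5.3 nM AmpC reagent; cpd preinc 15 min RT; nitrocefin (800 uM stock) to start; A480 q20 s × 4 min; Activity was normalised to no-enzyme and no-compound control wells.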
Sm TGR block: S. mansoni TGR enzyme inhibition | purified TGR, DTNB reduction, TNB absorbance 405 nm | 360,000 tested, 3% active | AID 485364 | Q962Y6 | Potency, µM (doses to about 114 µM), for the others: top-dose activity change, negative = inhibition, hits mostly inhibitors; note: potency is the fitted concentration of half-maximal effect; nearly all actives have a fitted effect of over 60% in size
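Kinetic colorimetric format: TGR-catalysed, NADPH-driven DTNB reduction monitored via TNB absorbance. Enzyme dispensed at 20 nM; compound exposure 15 min at room temperature before reaction start.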
An asterisk follows results filed as active; ? = inconclusive; nt = not tested or not shown; [ ] = remark or other dose. Unless noted, calls come from the whole dose curve; as a rule, active = well fitted curve in the direction sought with a large enough effect; inconclusive = small, poorly fitted or top-dose-only effect, or another doubt; inactive = no such curve, though single readings can be large; an effect the other way counts as inactive or inconclusive. Unless noted, % is set by controls: 0 for no effect and ±100 for the full control effect. Rows were taken by chance. About 7.4% of those tested had a hit in this group.

SMILES	LmPK inh	AmpC inh no detg	AMA1-RON2 inh	HCMV antiviral	Tb PYK inh	AmpC inh detg	Sm TGR block
COc1ccc(-c2coc3cc(OC4OC(CO)C(O)C(O)C4O)ccc3c2=O)cc1 (stereo not given)	0%	-23%	0%	34	2%	4%	-3%
CCN(CC)c1ccc(/C=N/NC(=O)c2ccccn2)cc1	-14%	-3%	77%[activator]	82	-7%	4%	6%
COc1cc(-n2c(=O)c3ccccc3n(CC(=O)c3ccc(F)cc3)c2=O)cc(OC)c1OC	0%	-5%	1%	0	6%	0%	-2%
C=CCN(c1cccc(C(F)(F)F)c1)S(=O)(=O)c1cccc(C(=O)OCC(=O)NC(N)=O)c1	3%	30%	-1%	-5	2%	6%	-14%
Cc1cc(NC(c2nnc(-c3ccccc3)o2)c2ccccc2F)ccc1Br (stereo not given)	nt	nt	nt	-22	0%	23%	4%
Cc1cccc(CSc2ncc(Cl)c(C(=O)Nc3nnc(C)s3)n2)c1	nt	nt	nt	-10	2%	-1%	-12%
N#CC1=C(N)NC(SCC(=O)Nc2ccc(Br)cc2)=C(C#N)C12CCCCC2	2%	-25%	-4%	-7	-8%	0%	1%
CCSC1=NCCN1C(=O)Cc1ccc(-c2ccccc2)cc1	-3%	79%[activator]	9%	10	-10%	3%	-3%
O=S(=O)(NCc1cccs1)c1ccc(Br)s1	-5%	-33%	nt	nt	nt	-4%	-11%
CCc1ccc(S(=O)(=O)Nc2cc3c(cc2N2CCCCC2)n(C)c(=O)c(=O)n3C)cc1	5%	72%[activator]	-3%	-1	-2%	-7%	50µM*
CCOC(=O)CC1(C)SC(NC(C)=O)=NN1C(C)=O (stereo not given)	9%	-31%	6%	-4	-1%	-4%	-15%
CCc1ccccc1NC(=O)COc1cccc(-n2cnnn2)c1	-2%	4%	23%	?	2%	?	-8%
CCN(C(=O)CSc1nc2ccccc2c(=O)n1-c1ccccc1F)C1CCS(=O)(=O)C1 (stereo not given)	nt	50%	0%	-29	5%	nt	nt
CCOC(=O)c1ccccc1NC(=O)N(C)CCc1c(C)nn(CC)c1C	nt	nt	nt	53	-1%	18%	3%
CCCC(C(=O)NCC1CCCO1)N(Cc1ccco1)C(=O)CNS(=O)(=O)c1ccccc1 (stereo not given)	-2%	32%	0%	24	4%	?	-7%
CCOC(=O)c1cc(CC)sc1/N=C/C1C(=O)CC(C)(C)CC1=O	0%	-7%	1%	-19	-9%	4%	-3%
Cc1ccccc1C1c2[nH]c3ccccc3c2C[C@H]2C(=O)N(C3CCN(Cc4ccccc4)CC3)CC(=O)N12 (stereo not given in full)	3%	87%[activator]	nt	39	nt	8%	7%
Cc1cc(C)nc(N2CCCC(C(=O)NCc3ccccc3F)C2)n1 (stereo not given)	-11%	-6%	1%	0	-2%	-6%	5%[57.1 µM]
COc1ccc(Cl)cc1C(=O)NCC(c1ccco1)N(C)C (stereo not given)	-2%	-6%	2%	-14	-1%	-12%	-14%
O=C(NCc1ccco1)c1cc2c(s1)CSC2	6%	?	?	nt	-22%	-6%	18µM*
C[C@H](CO)N1C[C@H](C)[C@@H](CN(C)Cc2ccc3c(c2)OCCO3)OCc2cnnn2CCCC1=O	nt	nt	0%	-5	-1%	nt	nt
Cc1c(Cl)cccc1NC(=O)CCC(=O)NNC(=O)c1ccccc1Cl	-1%	-12%	70%[activator]	5	8%	?	5%
Cc1cnc(C(=O)OCC(=O)NC(C)c2ccccc2)cn1 (stereo not given)	nt	-14%	1%	-7	-1%	nt	nt
O=C(O)CCn1cc(C=C2C(=O)NC(=O)NC2=O)c(-c2ccc(Br)cc2)n1	-1%	-20%	-7%	-12	18µM*	-11%	0%
O=C(NN=Cc1ccccc1)c1ccccc1	nt	nt	0%	67	-2%	nt	nt
O=S(=O)(NCC1CCCO1)c1cccc2nsnc12 (stereo not given)	-1%	-10%	22%	15	-8%	?	-32%
Cc1cccc(N2C(=O)C3C4C=CC(CC4)C3C2=O)c1 (stereo not given)	-1%	-1%	0%	8	-9%	4%	-1%
Cc1ccnc(NS(=O)(=O)c2ccc(N=Cc3c(O)n(C)c(=O)n(C)c3=O)cc2)n1	2%	-34%	-3%	7	0%	0%	-19%
CC(=O)N1CCN(S(=O)(=O)c2cccc(C(=O)Nc3nccs3)c2)CC1	-1%	-9%	12%	-1	5%	-5%	16%
Cc1ccc2c(=O)cc(C(F)F)oc2c1	3%	-4%	12%	26	-7%	4%	-9%

Already shown: 12 of the compounds above.
SMILES	LmPK inh	AmpC inh no detg	AMA1-RON2 inh	HCMV antiviral	Tb PYK inh	AmpC inh detg	Sm TGR block
COc1ccc(Cl)cc1C(=O)NCC(c1ccco1)N(C)C (stereo not given)	-2%	-6%	2%	-14	-1%	-12%	-14%
O=C(NCc1ccco1)c1cc2c(s1)CSC2	6%	?	?	nt	-22%	-6%	18µM*
C[C@H](CO)N1C[C@H](C)[C@@H](CN(C)Cc2ccc3c(c2)OCCO3)OCc2cnnn2CCCC1=O	nt	nt	0%	-5	-1%	nt	nt
Cc1c(Cl)cccc1NC(=O)CCC(=O)NNC(=O)c1ccccc1Cl	-1%	-12%	70%[activator]	5	8%	?	5%
Cc1cnc(C(=O)OCC(=O)NC(C)c2ccccc2)cn1 (stereo not given)	nt	-14%	1%	-7	-1%	nt	nt
O=C(O)CCn1cc(C=C2C(=O)NC(=O)NC2=O)c(-c2ccc(Br)cc2)n1	-1%	-20%	-7%	-12	18µM*	-11%	0%
O=C(NN=Cc1ccccc1)c1ccccc1	nt	nt	0%	67	-2%	nt	nt
O=S(=O)(NCC1CCCO1)c1cccc2nsnc12 (stereo not given)	-1%	-10%	22%	15	-8%	?	-32%
Cc1cccc(N2C(=O)C3C4C=CC(CC4)C3C2=O)c1 (stereo not given)	-1%	-1%	0%	8	-9%	4%	-1%
Cc1ccnc(NS(=O)(=O)c2ccc(N=Cc3c(O)n(C)c(=O)n(C)c3=O)cc2)n1	2%	-34%	-3%	7	0%	0%	-19%
CC(=O)N1CCN(S(=O)(=O)c2cccc(C(=O)Nc3nccs3)c2)CC1	-1%	-9%	12%	-1	5%	-5%	16%
Cc1ccc2c(=O)cc(C(F)F)oc2c1	3%	-4%	12%	26	-7%	4%	-9%

Next part.
SMILES	LmPK inh	AmpC inh no detg	AMA1-RON2 inh	HCMV antiviral	Tb PYK inh	AmpC inh detg	Sm TGR block
Oc1c(Cl)cc(Cl)cc1/C=N/c1nc(-c2ccc(Cl)cc2)cs1	3%	?	20%	nt	3%	4%	?
CC(=O)OC1(C)CC(C)C(=O)C(C(O)CC2CC(=O)NC(=O)C2)C1 (stereo not given)	nt	nt	-1%	-105*	-3%	nt	nt
Cc1ccccc1/C=C/c1cccc[n+]1C	-1%	-32%	-3%	?	-3%	?	-3%
CCN(CC(=O)NC(C)(C)C)Cc1cc(=O)n2c(-c3ccccc3)csc2n1	0%	-3%	12%	-4	-2%	-8%	-12%
O=C(c1ccco1)N1CCN(S(=O)(=O)c2cccc3nsnc23)CC1	-1%	-19%	0%	30	-17%	?	-1%
CCOC(=O)C1(C)CCCCCN1C(=O)c1ccc(C(F)(F)F)nc1C (stereo not given)	nt	nt	14%	10	0%	nt	nt
CC12CN(S(=O)(=O)c3ccccc3)CC(C)(CN(S(=O)(=O)c3ccccc3)C1)C2	19%	-25%	1%	29	-7%	6%	-1%
O=C(CCN1C(=O)c2ccccc2C1=O)Nc1ccc(S(=O)(=O)N2CCOCC2)cc1	-1%	-11%	-2%	11	-5%	1%	-25%
Cc1csc(SCC(=O)Nc2ccc(C)c(S(=O)(=O)N(C)C)c2)n1	nt	nt	11%	1	1%	nt	nt
COc1cc(/C=N/NC(=O)CCc2ccccc2)ccc1O	1%	-12%	-3%	32	3%	2%	3%
O=C1CCCC/C1=C/NCc1ccc(F)cc1	-5%	-9%	-4%	-11	6%	5%	nt
CCc1ccccc1NC(=O)C1CCN(C2=NS(=O)(=O)C(c3ccc(C)c(C)c3)=C2C)CC1	nt	nt	nt	-24	-2%	-5%	-5%
COCCCn1c(=S)[nH]c(C)c(C)c1=O	-4%	-9%	6%	36	-2%	-3%	7%
COc1ccc(-n2c(=O)c(CCC(=O)N3CCN(c4cccc(OC)c4)CC3)nc3ccccc32)cc1	nt	nt	1%	-18	10%	nt	nt
O=C(Nc1ccccc1-c1ccccc1)c1ccccc1[N+](=O)[O-]	2%	-2%	0%	16	0%	4%	4%
Cc1ccnc(NC(=O)CCNC(=O)c2ccc(Cl)cc2)c1	-7%	-20%	5%	34	3%	6%	-24%
COc1cc(CNc2nnnn2C)ccc1OCc1c(F)cccc1Cl	-3%	-1%	-5%	-21	-2%	-6%	nt
CCOC(=O)c1ccc(NC(=O)CCn2nnc3ccccc32)cc1	1%	-29%	5%	-8	-13%	-10%	-17%
COc1cc2c(cc1OC)[C@@H]1O[C@](CCCCN3C(=O)c4ccccc4C3=O)(C2)Oc2cc(C)n(-c3ccccc3)c(=O)c21	-1%[11.5 µM]	51%[11.4 µM]	nt	nt	nt	-12%[22.9 µM]	0%[22.9 µM]
CCSc1cc(C)nc2c(-c3ccccc3)cnn12	-1%	-8%	-2%	221	8%	5%	5%
CC(=O)Nc1ccc(NC2=CC(=O)CC(C)(C)C2)cc1	0%	-3%	-4%	15	1%	?	?
O=S(=O)(NN=Cc1cccc(Cl)c1)c1ccccc1	nt	nt	-3%	-27	-4%	nt	nt
C=CCn1c(Cc2ccc(OC)cc2)nnc1SCc1nc2ccccc2c(=O)[nH]1	0%	-47%	9%	29	-2%	-8%	-17%
CCOCCCNC(=O)C(c1ccc(Cl)cc1)N(Cc1cccs1)C(=O)c1ccc(NC(C)=O)cc1 (stereo not given)	nt	nt	nt	-27	2%	5%	2%
CC(=O)Nc1sc2c(c1C(N)=O)CCC2	-5%	-11%	0%	3	1%	-7%	-4%
COc1ccccc1Nc1c([N+](=O)[O-])cncc1[N+](=O)[O-]	2%	-2%	-12%	-31	-4%	-2%	-4%
CC(C)(C)c1nc(NC(=O)Nc2ccccc2)sc1Br	-5%	-33%[2.29 µM]	-5%	-97*	2%	2%	6%
